HEK293 tox = cytotoxicity in counter-screen for GLP-1R inverse agonists; HEK293 cAMP-luciferase reporter cells, luminescence, 24 h; Potency, µM (series often up to 38.3 µM), without a hit: at the top dose activity change, negative = inhibition, most hits filed as inhibitors; 410,000 tested, 0.13% active;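 note: loss of luciferase light is scored as toxicity; potency is the fitted concentration of half-maximal effect; % is set by controls: 0 for no effect and ±100 for the full control effect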
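Step one: seed cells (200 cells/uL, DMEM with 10% Nu serum, 1% pen-strep). Step two: 12-hour incubation at 37 deg C. Step three: pin 23 nL compound, incubate 24 hr. Step four: add luciferase reagent, read luminescence 12 min later.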
TDP43 rescue = inhibitors of TDP-43 toxicity in yeast; TDP-43 expressing yeast growth rescue, BacTiter-Glo, 24 h; Potency, µM (doses to about 46.1 µM), for inactives: top-dose growth rescue (activation), most hits filed as activators; 410,000 tested, 1.8% active; AID 652104; note: potency is the fitted concentration of half-maximal effect; % of control where 0% means no effect; nearly all actives have a fitted effect of over 50% in size
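Galactose-induced TDP-43 yeast, OD600=0.02, compound pinned; 24 hr, 30 deg C; BacTiter-Glo luminescence for growth. Inhibitors of TDP-43 toxicity read as activators.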
D3 ag = activates the human D3 dopamine receptor; D3R DiscoveRx beta-arrestin cells, luminescence, 90 min; max activation, %; 410,000 tested, 0.58% active; AID 652048; in the data active = max activation above about 30%; note: 0% is about no effect; mostly tested at two doses, the higher about 12 µM
Target sequence (P35462 whole entry, looked up): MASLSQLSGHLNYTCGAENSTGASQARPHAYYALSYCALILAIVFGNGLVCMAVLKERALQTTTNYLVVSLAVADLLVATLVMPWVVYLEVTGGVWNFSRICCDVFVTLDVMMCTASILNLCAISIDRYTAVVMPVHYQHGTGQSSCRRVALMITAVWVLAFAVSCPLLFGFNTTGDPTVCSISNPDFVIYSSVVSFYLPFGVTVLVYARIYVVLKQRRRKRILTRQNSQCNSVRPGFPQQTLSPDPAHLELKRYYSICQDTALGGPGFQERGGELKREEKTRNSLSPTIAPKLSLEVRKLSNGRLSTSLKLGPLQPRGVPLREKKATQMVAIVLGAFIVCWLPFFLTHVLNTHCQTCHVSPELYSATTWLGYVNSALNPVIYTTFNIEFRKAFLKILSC
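Agonist mode: compounds and dopamine controls were applied to plated cells for 90 min at 37 degrees C after an overnight attachment at 1500 cells/well. Luminescent read-out followed 30 - 60 minutes at room temperature with DiscoveRx detection reagent.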
PTHR1 agonist = activates the human parathyroid hormone receptor PTHR1 | Q03431 | HEK293 GP2 PTHR1 cells, GloSensor cAMP luminescence, 1 h | Potency, µM (highest dose often 115 µM), for the others: at the top dose activation, hits mostly activators | 410,000 tested, 0.075% active | AID 743266; note: potency is the fitted concentration of half-maximal effect; nearly all actives have a fitted effect of over 55% in size; some results filed as inactive show a strong effect at the top dose; inactives centre near -15; many of its hits are not listed in these tables
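HEK-293-derived GP2 cells expressing PTHR1 and a GloSensor cAMP reporter, 3,000/well, plated overnight, given luciferin plus IBMX (each 0.5 mM as added) for 1 h at 37 °C, then compound for 1 h at 37 °C. Luminescence was read after 15 min at room temperature.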
GLP1R ag = agonists of human GLP-1 receptor | Potency, µM (highest dose often 45.6 µM), without a hit: at the top dose activation, actives largely listed as activators | HEK293 GLP-1R CRE-luciferase, luminescence, 4-6 h; cells express a hypersensitive GLP-1R form | P43220 | 380,000 tested, 0.007% active; note: potency is the fitted concentration of half-maximal effect; % of control where 0% means no effect
Target sequence (P43220 whole entry, looked up): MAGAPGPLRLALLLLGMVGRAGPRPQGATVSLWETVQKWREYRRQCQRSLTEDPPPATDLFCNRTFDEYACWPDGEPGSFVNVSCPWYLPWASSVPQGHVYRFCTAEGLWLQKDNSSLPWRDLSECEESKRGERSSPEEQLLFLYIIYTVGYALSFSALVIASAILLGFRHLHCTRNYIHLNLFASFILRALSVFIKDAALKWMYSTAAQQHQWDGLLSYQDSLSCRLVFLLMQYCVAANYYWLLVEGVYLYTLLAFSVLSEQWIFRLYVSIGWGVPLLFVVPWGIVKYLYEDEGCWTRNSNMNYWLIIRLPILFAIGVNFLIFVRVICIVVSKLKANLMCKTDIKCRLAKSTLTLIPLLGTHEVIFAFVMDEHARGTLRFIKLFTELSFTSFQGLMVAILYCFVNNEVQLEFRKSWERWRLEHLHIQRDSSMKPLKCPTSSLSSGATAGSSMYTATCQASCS
aSyn rescue = alpha-synuclein toxicity inhibition in yeast; Yeast expressing alpha-synuclein, growth rescue, BacTiter-Glo, 24 h; Potency, µM (highest dose often 46.1 µM), inactives show top-dose growth rescue (activation), hits mostly activators; 370,000 tested, 0.14% active; note: potency is the fitted concentration of half-maximal effect; % of control where 0% means no effect; nearly all actives have a fitted effect of over 65% in size
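Rescue of yeast growth: cells expressing toxic alpha-synuclein, induced in galactose at OD600 0.02, incubated with compound 24 h at 30 C. ATP luminescence quantified growth; inhibitors of toxicity appear as activators.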
GLP1R inv ag = inverse agonists of human GLP-1 receptor | HEK293 GLP-1R CRE-luciferase, luminescence, 24 h; GLP-1R form is constitutively active | Potency, µM (doses to about 38.3 µM), inactives show top-dose activity change, negative = inhibition, hits mostly inhibitors | P43220 | 410,000 tested, 1.6% active; note: potency is the fitted concentration of half-maximal effect; % is set by controls: 0 for no effect and ±100 for the full control effect; nearly all actives have a fitted effect of over 55% in size
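Luminescence readout: a drop in cAMP-driven luciferase signal flags inverse agonism at a constitutively active GLP-1R stably expressed in HEK293. Compound exposure lasted 24 hr at 37 deg C, 5% CO2.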
KB-V1 cytotox = kills drug-selected multidrug resistant KB-V1 cells | AID 1347076 | Potency, µM (series often up to 46.1 µM), for inactives: at the highest dose activity change, negative = cytotoxicity, usual class: cytotoxic | 400,000 tested, 3.4% active | KB-V1 MDR cells viability, CellTiter-Glo, 72 h; note: potency is the fitted concentration of half-maximal effect; % is set by controls: 0 for no effect and ±100 for the full control effect; nearly all actives have a fitted effect of over 60% in size
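KB-V1, DMEM (no phenol red) + 10% FBS; cpd pin-transferred, titration series; 72 h, 37 degrees C; CellTiter-Glo, luminescence. Data normalized, curve-fit.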
D3 antag = D3 dopamine receptor (human) antagonism. D3R cells, DiscoveRx beta-arrestin luminescence, antagonist mode; stronger effect = lower value. 360,000 tested, 2.5% active. max response, negative = inhibition, %. P35462; in the data active = max response below about -50%; inconclusive = no clear call, values can overlap the other calls; note: % is set by controls: 0 for no effect and ±100 for the full control effect; mostly tested at two doses, the higher about 12 µM
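Cells plated overnight at 1500 cells/well, then exposed to library compounds with dopamine controls for 90 minutes at 37 degrees C. DiscoveRx reagent added for 30–60 minutes at room temperature; luminescence read, quantitative HTS format.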
Numbers without * were called inactive; i = inactive; ? = inconclusive; · = no result given; [ ] = dose if it differs, or a comment. Unless noted, calls come from the whole dose curve; as a rule, active = well fitted curve in the direction sought with a large enough effect; inconclusive = small, poorly fitted or top-dose-only effect, or another doubt; inactive = no such curve, though single readings can be large; an effect the other way counts as inactive or inconclusive.

Order of values – HEK293 tox, TDP43 rescue, D3 ag, PTHR1 agonist, GLP1R ag, aSyn rescue, GLP1R inv ag, KB-V1 cytotox, D3 antag
1: COC(=O)c1c(-c2cccs2)csc1NC(=O)CSc1ncnc2sc(C)c(C)c12
 : 4%, 1%, 1, i, -10%, 1%, 0%, 18µM*, 24
2: Cc1ccccc1Oc1cc(-n2ncc(Cl)c(Cl)c2=O)ncn1
 : 3.2µM*, ?, -54, -28%, -22%, -43%[inhibitor], ?, 15%, -97*
3: COC(CSc1ncnc2c1oc1nc3c(cc12)COC(C)(C)C3)OC
 : 2%, 29%, 2, i, -2%, 4%, 1%, ?, 6
4: COc1ccc(C(=O)CSc2nc(SC)ns2)cc1OC
 : 3%, ?, 1, -19%, 13%, 2%, 30%, -4%, 32
5: CCN(c1ccc(OC)cc1)S(=O)(=O)c1ccc2[nH]c(=O)ccc2c1
 : -4%, 0%[9.22 µM], -3, i, ·, ·, 1%, 18%, ·
6: CCn1c(Cc2ccccc2)nnc1SCc1ccc([N+](=O)[O-])cc1
 : 0%, 6%, 10, -8%, 19%, 9%, -6%, ?, 12
7: C[C@H]1CN([C@@H](C)CO)C(=O)CCCn2nncc2CO[C@H]1CN(C)S(=O)(=O)c1ccc(Cl)cc1
 : 2%, 11%, -1, -16%, 2%, -1%, 46%[activator], -1%, -15
8: Cc1cc2c(C)c(C)c(=O)[nH]c2cc1N
 : 18%, -7%, 2, i, 0%, 0%, 48%[activator], 0%, -4
9: CCCCCCn1c(CN2CCCCC2)nc2c1c(=O)n(C)c(=O)n2C
 : 2%, -17%, 1, i, -13%, 12%, 8%, -7%, 13
10: Clc1nc(-c2ccccc2)cc(-c2ccc(Br)cc2)n1
 : 8%, -14%, -20, ?, -5%, 0%, 0%, ?, -20
11: Cc1cc(Cl)ccc1C(=O)C1CCCN(C(=O)c2cscn2)C1 (stereo not drawn)
 : -9%, 27%, 5, -11%, 5%, -3%, -23%, -11%, 8
12: C#CCOCCOCCOCCNc1nc(N2CCN(C(=O)Cn3cc(CC(C)O)nn3)CC2)nc(N2CCN(C(=O)Cn3cc(CC(C)O)nn3)CC2)n1 (stereo not drawn)
 : -1%, -8%, 17, i, 0%, 0%, 30%[activator], -5%, -2
13: COc1ccc(Cc2c(C)nc(N)nc2Cl)cc1
 : 0%, 26%, 19, -3%, 11%, 10%, 30%[activator], -17%, -2
14: COc1ccc(OC)c(NC(=O)Cn2cnc3onc(-c4ccc(Cl)cc4)c3c2=O)c1
 : ?, 19%, -9, -25%, ·, ·, ?, -28%, ·
15: CC(Oc1cc2oc(=O)c3c(c2cc1Cl)CCCC3)C(=O)NCCN1CCOCC1 (stereo not drawn)
 : -3%, ?, -12, 6%, -6%, 6%, 2%, -12%, 6
16: O=C(COC(=O)c1cc[n+]([O-])cc1)Nc1cccc(Br)c1
 : 7%, -20%, -8, ?, 6%, -1%, 53%[activator], ?, -5
17: Cc1ccc2nc(C3CCCCC3)c(Cc3cccc(F)c3)n2c1
 : 0%, 16%, 5, i, 7%, -4%, ?, -19%, 18
18: COc1ccc(C(=O)NCCS(=O)(=O)N(C)C2CCCCC2)cc1
 : ?, 16%, 2, i, 21%, 5%, -23%, 18µM*, 33
19: CCOc1ccc(N2C(=O)CC(NCCNc3ccc([N+](=O)[O-])cn3)C2=O)cc1 (stereo not drawn)
 : -8%, 7%, 3, i, 10%, -1%, 13%, ?, -14
20: COCc1ccc(-c2c(-c3cccc(OC)c3)sc3ccc(OC)cc23)cc1
 : 3%, 20%, 13, i, 4%, 6%, ?, ?, 51
21: COC(C(=O)N/N=C(\C)c1ccc(O)cc1)c1ccccc1 (stereo not drawn)
 : -20%, 0%, 5, -18%, -6%, -5%, 15%, 7%, 23
22: CCN(CCCNC(=O)c1ccc(Sc2ccc(C)cc2)c(NC(C)=O)c1)c1cccc(C)c1
 : -4%, 14%, -21, -12%, ·, ·, ?, ·, ·
23: CCN(C(=O)COC(=O)c1c2c(nc3ccccc13)CCC2)c1c(N)n(Cc2ccccc2)c(=O)[nH]c1=O
 : -27%, 5%, 3, -93%[inhibitor], 5%, 2%, 21%, ?, 2
24: COc1ccccc1NC(=O)NCC(=O)Nc1c(C)cccc1C
 : -6%[7.66 µM], 5%, -9, i, -2%, -3%, -12%[7.66 µM], -12%, -2
25: CCCN(CCC)CCNC(=O)c1ccc2c(c1)NC(=O)C(CS(=O)(=O)Cc1cccc(Br)c1)N2 (stereo not drawn)
 : 0%, -2%, -24, ?, ·, ·, -5%, ·, ·
26: O=C(NNc1nc2c(F)cccc2s1)C1COc2ccccc2O1 (stereo not drawn)
 : -1%, -12%[0.397 µM], 12, -2%, 1%, 2%, -17%, 5%, -5
27: CCCCOC(=O)Nc1ccccc1C(=O)OC
 : -13%, 9%, 7, -1%, 1%, 0%, ?, 9%, -5
28: COc1ccc(N2C(=O)C(CC(=O)Nc3ccccc3)N(Cc3cccs3)C2=O)cc1 (stereo not drawn)
 : 5%, 7%, 0, i, -3%, 0%, 15%, -8%, 5
29: CC(=O)Nc1ccc(S(=O)(=O)Nc2ccc(NC(=O)c3ccco3)cc2)cc1
 : 1%, -3%, -6, i, -1%, 0%, 4%, 4%, -11
30: COc1ccc(NS(=O)(=O)c2ccc(-c3n[nH]c(=S)n3Cc3ccccc3)cc2)cc1
 : -9%, -1%, -3, i, -3%, -3%, 0%, 1%, 0
31: C#CC1(O)CCCC2C3CCC4CC(OC(C)=O)CCC4(C)C3C(=O)CC21C (stereo not drawn)
 : -12%, 13%, -13, -10%, 14%, 22%, ?, -14%, -15
32: COC(=O)C1=C(N)Oc2cc(C)[nH]c(=O)c2C1c1ccc(Cl)cc1 (stereo not drawn)
 : -9%, 10%, -4, -22%, 4%, 2%, -19%, 0%, 7
33: Cc1ccc(S(=O)(=O)NC2c3cccc4cccc(c34)C2Sc2n[nH]c(N)n2)cc1 (stereo not drawn)
 : -10%, 20%, 3, -15%, -2%, -6%, -12%, -8%, 3
34: O=S1(=O)CCOC[C@H](Cc2ccccc2)N1Cc1cccc(Cl)c1
 : -16%, ?, 3, i, 15%, 17%, ?, 4%, -26
35: Cc1occc1C(=O)NC1CCCc2ccccc21 (stereo not drawn)
 : -9%, -5%, 2, ?, -4%, -18%, ?, ?, 13
36: O=C(COC(=O)[C@H](Cc1c[nH]c2ccccc12)NC(=O)c1ccc(Cl)cc1)Nc1ccc2c(c1)OCO2
 : -2%, 0%, -9, i, -2%, 2%, -4%, -1%, -15
37: Clc1cccc(Cl)c1C[n+]1cccc2ccccc21
 : 6%, -11%, 4, i, -3%, 0%, -18%, 0%, 6
38: Cc1ccc(NC(=O)COC(=O)Cc2ccsc2)cc1S(=O)(=O)N1CCOCC1
 : -6%, 11%, -3, 0%, 10%, -4%, 7%, -18%, 3
39: O=C(C1=C[C@H](c2ccc3c(c2)OCO3)C[C@H](OCCCCO)O1)N1CCN(Cc2ccc3c(c2)OCO3)CC1
 : 11%, 17%, -24, -37%[inhibitor], 15%, 3%, 0%, -5%, 7
40: COc1ccc(CC2(CO)CCN(Cc3cnn(-c4ccc(F)cc4)c3)CC2)cc1
 : 6%, 0%, -14, -23%, 12%, -2%, ?, ?, -23
41: CCN(CC)c1ccc(S(=O)(=O)N2CCOCC2)cc1NC(=O)Cn1nc(C)c([N+](=O)[O-])c1C
 : 4%, 5%, -1, -5%, -1%, -1%, 18%, 0%, 9
42: Cc1oc(-c2cccc(Cl)c2)nc1CN1CCC(C(=O)NC(C)c2ccccc2)CC1 (stereo not drawn)
 : -4%, -8%, -3, -5%, ·, ·, -9%, 2%, ·
43: CCn1nc(NC(C)=O)c2cc3ccc(C)cc3nc21
 : 199%[activator], 4%, -2, 13%, 17%, -5%, 96%[activator], ?, -14
44: CN(Cc1cn[nH]c1-c1ccc(-c2ccccc2)cc1)CC1CCOCC1
 : -28%, 6%, -13, ?, 0%, 3%, ?, 8%, -6
45: CCOc1ccc2[nH]c3c(=O)n(CCC4=CCCCC4)cnc3c2c1
 : -9%, -10%, 6, i, 0%, 1%, 43%[activator], 16%, 21
46: O=C(c1cccc(F)c1)N1CCN(CC2CC3C=CC2C3)CC1 (stereo not drawn)
 : 14%, 7%, -11, i, 13%, -3%, -18%, ?, 26
47: O=S(=O)(Nc1nccs1)c1ccc(Nc2nnc(-c3ccccc3)c3ccccc23)cc1
 : 1%[1.53 µM], -23%, -24, i, 0%, -1%, -19%, 1%, -26
48: CCCS(=O)(=O)N1CCN=C1SCc1cccc2ccccc12
 : 6%, 11%, -1, i, -3%, 1%, 10%, 4%, -12

2 entries drawn at random from those above, as already listed:
Order of values – HEK293 tox, TDP43 rescue, D3 ag, PTHR1 agonist, GLP1R ag, aSyn rescue, GLP1R inv ag, KB-V1 cytotox, D3 antag
41: CCN(CC)c1ccc(S(=O)(=O)N2CCOCC2)cc1NC(=O)Cn1nc(C)c([N+](=O)[O-])c1C
 : 4%, 5%, -1, -5%, -1%, -1%, 18%, 0%, 9
44: CN(Cc1cn[nH]c1-c1ccc(-c2ccccc2)cc1)CC1CCOCC1
 : -28%, 6%, -13, ?, 0%, 3%, ?, 8%, -6

A few values from the entries so far.
CCN(CC)c1ccc(S(=O)(=O)N2CCOCC2)cc1NC(=O)Cn1nc(C)c([N+](=O)[O-])c1C in GLP1R ag: -1%
Cc1ccc(S(=O)(=O)NC2c3cccc4cccc(c34)C2Sc2n[nH]c(N)n2)cc1 (stereo not drawn) in D3 ag: 3
COC(=O)C1=C(N)Oc2cc(C)[nH]c(=O)c2C1c1ccc(Cl)cc1 (stereo not drawn) in GLP1R inv ag: -19%
Cc1occc1C(=O)NC1CCCc2ccccc21 (stereo not drawn) in HEK293 tox: -9%
CN(Cc1cn[nH]c1-c1ccc(-c2ccccc2)cc1)CC1CCOCC1 in KB-V1 cytotox: 8%
CCn1nc(NC(C)=O)c2cc3ccc(C)cc3nc21 in D3 ag: -2
Cc1ccc(NC(=O)COC(=O)Cc2ccsc2)cc1S(=O)(=O)N1CCOCC1 in D3 ag: -3

From PubChem

A portion of the library (hit frequency here may not be typical).
